UTI89 phage lysis: protection from phage-mediated lysis, alamar blue read-out – E. coli UTI89, K1F phage, bacterial capsule biogenesis inhibitors (AID 488966). one-dose inhibition, % at 100 µM; IC50 in µM for titrated hits. 340,000 compounds, 0.02% hits. E. coli UTI89 K1F phage lysis, alamar blue, 2 h; higher % means a stronger effect;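 active = phage lysis inhibition, versus mean bacterial control, above a set limit; inconclusive = no clear call, values can overlap the other calls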;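 also: capsule biogenesis inhibitors block K1F phage lysis so surviving cells raise fluorescence; higher fluorescence means more inhibition of phage lysis; actives were called in the ten point dose series up to 300 µM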
P. falciparum M17LAP: P. falciparum M17LAP inhibitors, primary screen, biochemical, fluorogenic H-Leu-NHMec substrate, 1536-well (AID 1619); recombinant M17LAP, H-Leu-NHMec fluorogenic kinetic assay; higher % means a stronger effect; inhibition, % at 30 µM, or IC50 in µM where a hit was titrated; 220,000 compounds, 0.38% hits;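 active = compound inhibiting the enzyme by more than half at any dose during confirmatory dose-response retesting; inconclusive = strong single-dose inhibitors picked by rank but not retested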;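 also: plate controls were full reaction with DMSO carrier for no effect and no enzyme background for full effect; strong numbers were not always called active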
TNAP activation fold: stimulation of alkaline phosphatase TNAP activity – biochemical, luminescent, no phosphate acceptor, uHTS, primary screen (AID 1001); one-dose activation fold at 20 µM; EC50 in µM for titrated hits; 200,000 compounds, 0.03% hits; purified TNAP, luminescent activation assay, no phosphate acceptor; higher activation fold means a stronger effect; in the data active = activation fold from about 3, or a potency from the dose series; inactive = the rest, 99 in 100 with activation fold below about 1.6; also: many of its hits are not listed in these tables
human PMI inhibition: inhibitors of human PMI, primary screen, biochemical, fluorescence intensity, coupled assay (AID 1209); 190,000 compounds, 0.42% hits; purified PMI enzyme, coupled fluorescence intensity; higher % means a stronger effect; inhibition, % at 20 µM, or IC50 in µM where a hit was titrated;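 also: plate controls were DMSO vehicle for no effect and wells lacking substrate for full effect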
P. falciparum M1AAP: malaria alanyl aminopeptidase activity blockers – biochemical, fluorogenic H-Leu-NHMec substrate, 1536-well (AID 1445); recombinant M1AAP, H-Leu-NHMec fluorogenic kinetic assay; higher % means a stronger effect; 220,000 compounds, 0.42% hits; inhibition, % at 30 µM; hits with a dose series show IC50 in µM;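 active = primary inhibition above the hit cutoff, then over 50% inhibition at one or more dose response concentrations, cut at about 23% in these data, passing the limit was not always enough; inconclusive = conflicting primary data, or primary hits not chosen for dose response; inactive = low primary inhibition, or under 50% at every dose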;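 also: plate controls were DMSO full reaction for no effect and no enzyme background for full effect; strong numbers were not always called active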
Lipid droplet: hepatic lipid droplet formation modulation; inhibition, % at 6.5 µM; 240,000 compounds, 0.4% hits; AML12 mouse hepatocytes, oleate lipid droplets, BODIPY imaging;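 active = lipid droplet intensity inhibited by at least 50%, with more than 500 cells counted; inconclusive = wells with under 300 cells, treated as cytotoxic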
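Technique: fluorescence imaging, 20x objective, two fields per well / Assay system: AML12 hepatocytes (mouse) / Measure: % inhibition of lipid droplet signal / Doses: 6.5 µM single-point dosing / Incubation: overnight exposure / Reagent: 100 µM oleic acid challenge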
XIAP displacement: small molecules displacing peptide from XIAP – biochemical, IAP family, fluorescence polarization (AID 1018). displacement, % at 20 µM; hits with a dose series show IC50 in µM. 200,000 compounds, 0.007% hits. XIAP BIR domain, fluorescence polarization peptide displacement; higher % means a stronger effect; in the data active = displacement above about 50%; also: a part of the inactive calls stands beside numbers as strong as those of hits
SIAH1 antagonists: Siah-1 peptide-binding antagonists, primary screen, biochemical, fluorescence polarization, rhodamine-plectin, uHTS (AID 1817); Siah-1 / rhodamine-plectin peptide fluorescence polarization; higher % means a stronger effect; 290,000 compounds, 0.02% hits; one-dose displacement, % at 20 µM; IC50 in µM for titrated hits;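 active = displacement of at least 50% at 20 µM, with a fluorescence ratio check between 0.3 and a set limit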;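 also: plate controls were Siah plus tracer with DMSO for no effect and tracer alone without Siah for full effect; strong numbers were not always called active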
human PMI inhibitors: human PMI inhibitors, high substrate, primary screen, biochemical, fluorescence intensity, high mannose 6-phosphate (AID 1220); recombinant PMI enzyme, coupled fluorescence intensity; higher % means a stronger effect; one-dose inhibition, % at 20 µM; IC50 in µM for titrated hits; 190,000 compounds, 0.66% hits
Lipid droplet cells 6.5 µM: second read-out of Lipid droplet, no call of its own (marks repeat the call); cell count; measured here: cell count, cytotoxicity flag;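 cells counted across two imaged fields per well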
* marks the source's active call; other numbers are inactive results; i = inactive; ? = inconclusive; · = no result given; [ ] = remark or other dose. Rule as the data show it, unless noted: active = inhibition above about 50%; inactive = the rest.

SMILES	UTI89 phage lysis	P. falciparum M17LAP	TNAP activation fold	human PMI inhibition	P. falciparum M1AAP	Lipid droplet	Lipid droplet cells 6.5 µM	XIAP displacement	SIAH1 antagonists	human PMI inhibitors
O=C(O)c1cccc(S(=O)(=O)Nc2ccc3oc(=O)sc3c2)c1	2.0%	41.4%	1	4.7%	89.5%	·	·	-3.2%	-0.2%	7.5%
O=C(CCNc1ccc(F)cc1)c1cc2ccccc2o1	0.3%	5.5%	1.1	10.2%	4.1%	4.4	690	-5.3%	2.4%	12.4%
COc1ccc(CCn2c(-c3ccc(Cl)cc3)n[nH]c2=S)cc1OC	-0.8%	2.1%	1	-6.3%	6.7%	11.1	640	-4.8%	-3.8%	5.6%
O=C(Nc1nc(=S)ss1)c1c(F)cccc1F	0.0%	1.8%	1.1	38.2%	5.5%	·	·	-2.1%	1.7%	10.2%
CCc1ccc(OCC(=O)NCc2ccco2)c(Br)c1	0.8%	13.5%	1.1	-0.7%	7.2%	-10.1	708	-5.9%	-2.4%	-3.3%
COCCNC(=O)CN1CCN(Cc2cccc(Cl)c2)C1=O	-0.3%	15.1%	1.1	8.2%	4.5%	-2.9	664	-3.1%	2.1%	10.3%
CCOC(=O)C(=O)c1cn(C2OCC(OC(C)=O)C(OC(C)=O)C2OC(C)=O)c2ccccc12 (stereo not given)	-0.8%[50 µM]	4.6%	1.1	10.1%	3.8%	-9.9	509	1.1%	11.7%	1.9%
CC(C)C(C(=O)O)N1C(=O)/C(=C/c2cccn2C)SC1=S (stereo not given)	2.1%[50 µM]	?	0.7	11.7%	?	13.2	629	-0.1%	1.2%	9.8%
COC(=O)Cc1cc(=O)[nH]c(Nc2nc3ccccc3o2)n1	0.7%	0.6%	0.3	20.9%	13.0%	9.2	690	-2.2%	-7.0%	20.6%
CS(=O)(=O)N(CC(=O)Nc1ccc(S(=O)(=O)N2CCOCC2)cc1)c1cccc(F)c1	-0.6%	-2.2%	1.1	-7.6%	0.8%	10.3	700	-2.8%	-2.6%	-12.0%
Cc1cc(NC(=O)CSc2nnc3c(C)cc4c(C)ccc(C)c4n23)no1	1.8%	0.5%	1.1	-5.9%	-1.6%	·	·	-3.4%	2.1%	-4.3%
COc1ccc(NC(=O)c2ccc(Cl)c(S(=O)(=O)N3CCc4ccccc4C3)c2)cn1	0.2%	-1.8%	1.1	14.7%	6.8%	-16.6	541	-4.2%	0.8%	9.1%
O=C1NC(c2ccc(Cl)c([N+](=O)[O-])c2)Nc2ccccc21 (stereo not given)	0.2%	3.1%	1.1	-15.2%	11.4%	2.7	690	-4.0%	4.3%	-13.6%
O=C(NCCCN1CCCC1=O)c1ccc2c(=O)n(-c3ccccc3F)c(=S)[nH]c2c1	0.3%	3.4%	1.1	-4.2%	12.9%	17.2	697	-2.9%	-1.5%	-5.6%
O=C(CN1CCN(Cc2ccccc2)CC1)Nc1ccc([N+](=O)[O-])cc1C(=O)Nc1ccccc1F	0.1%	-5.4%	1.2	24.1%	-4.1%	-4.6	641	-7.3%	1.4%	13.1%
Cc1ccccc1-n1nnnc1SC(C)C(=O)NC1CCCc2ccccc21 (stereo not given)	0.0%	19.2%	1.3	2.9%	2.0%	-89.5	537	-0.3%	-1.8%	-0.9%
CCCCNC(=O)c1ccc2c(SCC(=O)O)c3c(nc2c1)CCCC3	0.0%	45.8%	1.1	-13.9%	6.0%	-73.3	725	-6.4%	-10.9%	-10.2%
COc1ccc(C)cc1NC(=O)CN1C(=O)c2cccc3cccc1c23	0.2%	2.5%	1.1	20.7%	12.4%	2.2	762	-6.6%	-2.7%	15.4%
Cc1ccc(CNc2cnccn2)cc1	-0.6%	8.4%	1.1	-1.3%	1.7%	·	·	-8.0%	3.1%	-0.8%
CCOC(=O)C1CCN(S(=O)(=O)c2ccc(-c3cc(C(F)(F)F)n(C)n3)s2)CC1	·	2.0%	·	·	-4.1%	-9.1	723	·	-1.4%	·

Some of the entries above, set out differently.
Cc1ccccc1-n1nnnc1SC(C)C(=O)NC1CCCc2ccccc21 (stereo not given)
  UTI89 phage lysis: 0.0% | P. falciparum M17LAP: 19.2% | TNAP activation fold: 1.3 | human PMI inhibition: 2.9% | P. falciparum M1AAP: 2.0% | Lipid droplet: -89.5 | Lipid droplet cells 6.5 µM: 537 | XIAP displacement: -0.3% | SIAH1 antagonists: -1.8% | human PMI inhibitors: -0.9%

CCCCNC(=O)c1ccc2c(SCC(=O)O)c3c(nc2c1)CCCC3
  UTI89 phage lysis: 0.0% | P. falciparum M17LAP: 45.8% | TNAP activation fold: 1.1 | human PMI inhibition: -13.9% | P. falciparum M1AAP: 6.0% | Lipid droplet: -73.3 | Lipid droplet cells 6.5 µM: 725 | XIAP displacement: -6.4% | SIAH1 antagonists: -10.9% | human PMI inhibitors: -10.2%

COc1ccc(C)cc1NC(=O)CN1C(=O)c2cccc3cccc1c23
  UTI89 phage lysis: 0.2% | P. falciparum M17LAP: 2.5% | TNAP activation fold: 1.1 | human PMI inhibition: 20.7% | P. falciparum M1AAP: 12.4% | Lipid droplet: 2.2 | Lipid droplet cells 6.5 µM: 762 | XIAP displacement: -6.6% | SIAH1 antagonists: -2.7% | human PMI inhibitors: 15.4%

Next section:
SMILES	UTI89 phage lysis	P. falciparum M17LAP	TNAP activation fold	human PMI inhibition	P. falciparum M1AAP	Lipid droplet	Lipid droplet cells 6.5 µM	XIAP displacement	SIAH1 antagonists	human PMI inhibitors
Cc1cccc(NC(=O)c2sc3nc4c(c(-c5cccs5)c3c2N)CN(C)CC4)c1	-0.1%	11.1%	1.1	-14.8%	6.1%	15.6	790	-5.0%	6.7%	-40.0%
COc1ccc(CCNC2CC(C)N(C)CC2C)cc1OC (stereo not given)	6.7%	2.4%	1.1	0.8%	0.2%	11.5	712	-5.0%	4.1%	-0.5%
Cc1ccc(S(=O)(=O)N(C)Cc2ccc(C(=O)N/N=C3\CC(=O)CC(C)(C)C3)cc2)cc1	2.6%[50 µM]	-1.2%	1.1	-10.0%	8.3%	12.6	699	-3.3%	4.6%	-6.9%
Cc1nc2c(c(=O)n1CCC1=CCCCC1)c1nc3ccccc3nc1n2/N=C/c1ccco1	-0.5%	-7.9%	1	-4.1%	29.8%	·	·	-3.9%	1.8%	15.8%
Cc1ccc(C(=O)/C=C/c2ccc(-c3ccccc3[N+](=O)[O-])o2)cc1	-0.2%	8.6%	1	-7.4%	3.3%	-0.5	757	-1.9%	-0.3%	-31.8%
CCn1c(CSc2nc3ccccc3s2)nnc1SCC(=O)OC(C)(C)C	1.2%	25.4%	1	10.0%	21.8%	-7.8	758	-4.0%	1.4%	0.9%
CN(C)CCCNc1nc(-c2ccccc2)c2c(c1C#N)CC(C)(C)OC2	-0.3%	-11.1%	·	·	6.6%	-2.3	696	·	-0.8%	·
Cn1c(COc2ccccc2)nnc1SCC(=O)Nc1ccc2c(c1)OCO2	3.5%	9.1%	1.1	0.9%	15.1%	·	·	-2.4%	-4.4%	0.6%
Cc1ccc(NC(=S)NC(C)(C)C)c([N+](=O)[O-])c1	-1.1%	-5.0%	·	·	-4.9%	-3.2	676	·	-3.0%	·
Nc1ncc(N=Nc2cc(C(=O)O)ccc2Cl)s1	0.8%[50 µM]	16.0%	·	·	21.1%	-4.2	670	·	-13.8%	·
COc1cccc(NC(=O)C2CCN(S(C)(=O)=O)CC2)c1	0.9%[50 µM]	-3.5%	1	-4.5%	-5.3%	-6.4	727	-1.5%	3.0%	-1.6%
COC(=O)c1cc(NC2c3ccccc3C(=O)N2c2cccnc2)cc(C(=O)OC)c1 (stereo not given)	1.1%	-43.1%	1.1	-8.7%	8.4%	-2.8	729	-16.3%	26.7%	-6.4%
Cc1ccc(S(=O)(=O)N(C)c2ccc(OCC(=O)Nc3nc(-c4ccccc4)cs3)cc2)cc1	-1.0%	3.6%	1.1	13.0%	0.5%	-6.2	547	-13.0%	10.0%	1.2%
Cc1nc2ccccc2c(=O)n1N	-0.1%	-5.1%	1.1	0.6%	1.6%	·	·	-5.3%	-2.8%	12.3%
Cc1cc(NC(=O)Cn2cnc3c(cnn3C(C)(C)C)c2=O)no1	2.4%	-1.4%	1	-14.5%	7.4%	-4.9	738	-5.8%	8.6%	-16.7%
O=C(NNC(=O)c1ccccc1O)c1ccco1	1.4%	20.5%	1.4	-12.3%	5.0%	10.3	690	-4.0%	19.5%	-30.4%
COc1ccc(CN(C(=O)CSc2nnc(-c3ccccc3C)o2)c2ccc(F)cc2)cc1	1.3%	22.8%	1.1	-1.7%	10.6%	-0.6	765	-0.2%	9.9%	-4.0%
CCOC(=O)C1CCN(C(=O)c2cccnc2)CC1	0.5%	-1.1%	1.1	3.0%	-12.1%	·	·	-4.0%	-0.7%	8.1%
S=C(Nc1ccccc1)N1N=C(c2cccs2)CC1c1cccs1 (stereo not given)	1.0%	6.7%	1	16.9%	2.1%	-19.9	626	0.3%	-1.7%	4.3%
CC1=CC(c2ccc(Cl)cc2)n2nc(NC(=O)CCC(=O)O)nc2N1 (stereo not given)	0.0%	-2.2%	·	·	4.2%	-32.9	726	·	3.5%	·
O=C(O)c1ccc2c3c(ncnc13)-c1ccccc1C2=O	·	-18.8%	1.1	-31.0%	15.5%	·	·	95.3%	101.5%	-39.6%
O=c1oc2c(CN3CCOCC3)c(O)c(Cl)cc2c2c1CCC2	-0.1%	i	0.9	-21.5%	42.9µM*	·	·	-4.4%	-3.7%	11.0%
O=C(O)c1ccc2nc3c(nc2c1)-c1ccccc1C3=O	-0.6%	13.4%	1	-35.9%	-5.2%	16.1	679	-3.9%	-3.4%	-14.9%

Structures from the list above that contain an NH in an aromatic ring, in the order listed:
SMILES	UTI89 phage lysis	P. falciparum M17LAP	TNAP activation fold	human PMI inhibition	P. falciparum M1AAP	Lipid droplet	Lipid droplet cells 6.5 µM	XIAP displacement	SIAH1 antagonists	human PMI inhibitors
COc1ccc(CCn2c(-c3ccc(Cl)cc3)n[nH]c2=S)cc1OC	-0.8%	2.1%	1	-6.3%	6.7%	11.1	640	-4.8%	-3.8%	5.6%
COC(=O)Cc1cc(=O)[nH]c(Nc2nc3ccccc3o2)n1	0.7%	0.6%	0.3	20.9%	13.0%	9.2	690	-2.2%	-7.0%	20.6%
O=C(NCCCN1CCCC1=O)c1ccc2c(=O)n(-c3ccccc3F)c(=S)[nH]c2c1	0.3%	3.4%	1.1	-4.2%	12.9%	17.2	697	-2.9%	-1.5%	-5.6%
